Bioassay records (PubChem BioAssay)
FEN1 inhibitor: inhibitors of human flap endonuclease 1; P39748; Recombinant FEN1 flap cleavage, fluorescence, 15 min; Potency, µM (titrated, usually from 114 µM), for inactives: at the top dose activity change, negative = inhibition, most hits filed as inhibitors; hit rate 0.35% among 390,000; AID 588795; note: nearly all actives have a fitted effect of over 65% in size
Target sequence (P39748 whole entry, looked up): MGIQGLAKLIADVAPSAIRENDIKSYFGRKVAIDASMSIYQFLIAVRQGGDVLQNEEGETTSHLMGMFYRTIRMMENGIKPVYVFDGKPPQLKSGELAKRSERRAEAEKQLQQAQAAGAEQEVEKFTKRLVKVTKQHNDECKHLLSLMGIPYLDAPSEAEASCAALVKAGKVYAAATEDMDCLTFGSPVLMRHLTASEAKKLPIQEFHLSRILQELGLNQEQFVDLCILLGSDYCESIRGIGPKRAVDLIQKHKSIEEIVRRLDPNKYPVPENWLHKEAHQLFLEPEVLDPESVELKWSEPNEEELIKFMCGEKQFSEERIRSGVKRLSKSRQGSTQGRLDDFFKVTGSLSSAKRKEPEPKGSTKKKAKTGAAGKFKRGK
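Compounds are tested as a concentration series against 10 nM FEN1; after a 15 min room-temperature preincubation, 50 nM substrate starts cleavage, with plate reads at 0 and 15 min. Normalized responses are fitted by a Hill equation.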
TDP1 cell CPT: DT40-hTDP1 cell growth loss with CPT. Potency, µM (series often up to 46.2 µM), for the others: at the highest dose activity change, negative = growth inhibition, hits mostly inhibitors. hit rate 12% among 420,000. chicken DT40 Tdp1-/-;hTDP1 cells + 20 nM CPT, ATP luminescence, 48 h; note: nearly all actives have a fitted effect of over 55% in size
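Chicken DT40 Tdp1-/- cells stably complemented with human TDP1 were seeded at 400 cells/well in medium containing 20 nM camptothecin, exposed to pin-transferred compounds, and grown at 37 °C for at least 48 hr. Viability was read as ATP luminescence.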
GCN5L2 inh: GCN5L2 (KAT2A) acetyltransferase inhibition; Q92830; GCN5L2 HAT assay, ThioGlo1 CoA-SH fluorescence; Potency, µM (titrated, usually from 58.9 µM), inactives show at the highest dose activity change, negative = inhibition, hits mostly inhibitors; hit rate 0.21% among 390,000
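ThioGlo1-coupled HAT assay: 20nM GCN5L2, 70uM acetyl-CoA, 75uM H3(1-25) peptide, pH 7.5. Fluorescence read at 340/540nm at start and after 20 min at room temperature.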
Numbers without * were called inactive; ? = inconclusive; · = no result given; & = joins results of further samples; [ ] = another dose, or the depositor's remark. Calls come from the whole dose curve; as a rule, active = well fitted curve in the direction sought with a large enough effect; inconclusive = small, poorly fitted or top-dose-only effect, or another doubt; inactive = no such curve, though single readings can be large; an effect the other way counts as inactive or inconclusive. % is set by controls: 0 for no effect and ±100 for the full control effect; potency is the fitted concentration of half-maximal effect.

entry	canonical_smiles	FEN1 inhibitor	TDP1 cell CPT	GCN5L2 inh
1	Cc1ccc(S(=O)(=O)N2CCOCC2)cc1NC(=O)c1cc([N+](=O)[O-])ccc1N1CCOCC1	-11%	-1%	-26%
2	COC(=O)c1[nH]c2ccc(C)cc2c1NS(=O)(=O)c1ccc(F)cc1	3%	-5%	-22%
3	CCOC(=O)C(=O)N=Nc1c(O)n(C)c2ccccc12	19%	-6%	-16%
4	CCc1ccc(NC(=O)CNC(=O)[C@@H]2Cc3ccccc3CN2C(=O)OC(C)(C)C)cc1	0%	?	-13%
5	CC(C)n1ncc2c(C(=O)NCCOc3ccccc3F)cc(C3CC3)nc21	-12%	12µM*	-9%
6	CN(C)C(CNC(=O)CCNC(=O)c1ccccc1Cl)c1ccco1 (stereo unspecified)	-7%	?	-4%
7	Cc1ccc(NC2(c3ccccc3)C(=O)c3ccccc3C2=O)cc1F	?	-2%	-14%
8	CNC(=O)C1(C(F)(F)F)C/C(=C\CCO)CCCO1 (stereo unspecified)	1%&-3%	2%	0%
9	CCOc1ccc2c(C)c(Cl)c(=O)oc2c1	0%	-21%	-3%[0.501 µM]
10	COc1ccc(-c2c(C(C)=O)c(C)nc3sc4c(c23)NC(c2ccccc2)NC4=O)cc1 (stereo unspecified)	-11%	1%	-12%
11	CC(C)Oc1ccc(CNC(=O)C2CCN(c3nc4ccccc4nc3C(F)(F)F)CC2)cc1	18%	4.1µM*	-8%
12	COCCN(Cc1ccco1)C(=O)Cn1ncc2c([nH]c3ccccc32)c1=O	-11%	?	-10%
13	Cc1ccc(S(=O)(=O)NCCNc2ccccc2[N+](=O)[O-])cc1	-6%	5%	-14%
14	CCCN(C(=O)CSc1cc(-c2ccccc2)c2ccc(OC)cc2n1)C1CCS(=O)(=O)C1 (stereo unspecified)	9%	-25%	-3%
15	COc1ccc(Cn2c(SCc3ccc(C(=O)NC4CCCCC4)cc3)nc3cccnc32)cc1	0%	?	-12%
16	Cc1cc(F)ccc1S(=O)(=O)Nc1ccc(C(=O)N2CCCCCC2)cc1	-11%	?	2%
17	Cc1ccc(CNS(=O)(=O)c2c(C(=O)N3CCCCC3)c(C)n(C)c2C)cc1	-15%	-3%	-3%
18	COc1cc(NC(=O)CSc2nnc(-c3ccncc3)n2C2CCCCC2)ccc1NC(=O)c1ccco1	-16%	-8%	0%
19	CCOc1ccc(NC(=S)N(CCN2CCOCC2)Cc2cc3cc4c(cc3[nH]c2=O)OCO4)cc1	9%	?	-3%
20	O=c1cc(-c2ccsc2)oc2cc(-c3ccc4c(c3)OCO4)ccc12	-7%	18µM*	0%
21	COc1ccccc1C(=O)Nc1ccnn1C1CCN(C)CC1	21%	-5%	-15%
22	Cc1ccc(C)c(NC(=O)Cc2ccc(S(=O)(=O)N3CCCCC3)s2)c1	-11%	-7%	-3%
23	Cc1cc(NC(=O)CSc2nnc(Cc3ccccc3)o2)no1	-7%	6%	-2%
24	Cc1ccc(OCC(=O)N(Cc2ccco2)C2CCS(=O)(=O)C2)cc1C (stereo unspecified)	17%	-7%	-1%
25	O=C1N=C2N(CCN3CCCCC3)c3ccccc3N2/C1=C\c1ccc([N+](=O)[O-])s1	0%	9.2µM*	·
26	O=C(CC1C(=O)NCCN1CC(c1ccccc1)c1ccccc1)NC1CC1 (stereo unspecified)	-7%	-16%	2%
27	CC1CCCCC12NC(=O)N(CC(=O)NNC(=O)c1ccc(Br)cc1)C2=O (stereo unspecified)	1%	16%	-7%
28	CCOC(=O)c1c(NC(=O)CSc2c[nH]c3ccccc23)sc2c1CCCC2	-22%	?	-15%
29	CCN(c1ccccc1)c1nnc(NC(=O)Nc2ccc(C)cc2)s1	3%	13µM*	0%
30	COc1ccc(CNC(=O)c2ccc3ccccc3n2)cc1OC	-1%	?	0%
31	CCCCC(=O)Nc1cc([N+](=O)[O-])ccc1F	-5%	-12%	1%
32	COc1ccc(CN2[C@@H](CC(=O)O)c3ccccc3S2(=O)=O)cc1	7%&-4%	?	·
33	CN(CCOc1ccc(Cl)cc1)C(=O)CN1C(=O)NC2(CCCC2)C1=O	-8%	?	1%
34	CCC(c1nnnn1Cc1ccccc1)N(Cc1ccco1)Cc1cc2cc(OC)ccc2[nH]c1=O (stereo unspecified)	7%	16µM*	-9%
35	CCCCn1c(=O)c(CCC(=O)OC(C)C(=O)Nc2cccc(Cl)c2Cl)nc2ccccc21 (stereo unspecified)	-5%	?	-23%
36	COc1cc(C(=O)OCC(=O)NC(C)CCc2ccccc2)cc(OC)c1OC (stereo unspecified)	0%	?	11%
37	Cn1cc(S(=O)(=O)N2CCCC(C(=O)O)C2)cn1 (stereo unspecified)	0%	?	15%
38	COc1ccccc1N1CCN(S(=O)(=O)c2cc(-c3cc(C)no3)ccc2C(C)C)CC1	-5%	?	-5%
39	CCOC(=O)Cc1csc(NC(=O)CS(=O)(=O)Cc2ccccc2)n1	4%	-22%	-8%
40	Brc1ccc2oc3c(N4CCOCC4)ncnc3c2c1	-6%	?	-2%
41	Nc1ncnc2c1ncn2[C@@H]1O[C@H](COP(=O)(O)O)[C@@H](O)[C@H]1O	-10%	?	-2%&6%
42	Cc1cc(O)c(C2(C(F)(F)F)NCCNC2=O)cc1C (stereo unspecified)	-3%	-10%	-5%
43	Cn1c(N)c(C(=O)COC(=O)CCCc2c[nH]c3ccccc23)c(=O)n(C)c1=O	-16%	-12%	-3%
44	O=C(NNc1nc(-c2ccccc2)cs1)c1ccco1	2%	?	2%
45	COC(=O)[C@H]1C[C@H]1[C@@H](NC(=O)c1ccc[nH]1)c1ccccc1	-16%&-14%	-1%	·
46	Cc1cccc(NC(=O)COc2ccccc2C)n1	-5%	-30%	-4%
47	Cc1ccc(-c2nnc(Nc3cccc(O)c3)c3ccccc23)cc1S(=O)(=O)N1CCCCC1	-18%	18µM*	-9%
48	C/C(CCc1ccc2c(c1)OCO2)=N\NC(=O)c1ccccc1Br	-1%	18%	4%
49	O=C(NC1CCCCC1)N1CCN(c2ccccc2Cl)CC1	5%	?	-2%
50	Cc1cccc(C)c1NC(=O)CN(C)C(=O)CCc1nc2sc3c(c2c(=O)[nH]1)CCCC3	-1%	?	-17%
51	C=CCNc1nc(C2(C)CC3(CC(C)OC3=O)C(=O)O2)cs1 (stereo unspecified)	-1%	-23%	-2%
52	Cc1ccc(C(=O)OCC(=O)NCc2cc(C)c(O)c(C)c2)cc1S(=O)(=O)N1CCCCC1	1%	?	-3%
53	Cc1ccc(NC(=S)N(CCN(C)C)Cc2cccs2)cc1	2%	-4%	-10%
54	CCc1ccc(Nc2ncc3c(n2)CC(c2ccco2)CC3=O)cc1 (stereo unspecified)	6%	?	0%
55	O=[N+]([O-])c1ccc2[nH]c3c(c2c1)CCCC3	4%	?	-7%
56	Cc1ccc(NC(=O)C2CC(=O)N(CCc3ccccc3)C2)c(C)c1 (stereo unspecified)	0%	-5%	0%
57	O=C(Nc1c(C(=O)N2CCOCC2)oc2ccccc12)c1ccccc1Cl	12%	?	-18%
58	CN(C(=O)COC(=O)c1cnc(Cl)c(Cl)c1)C1CCS(=O)(=O)C1 (stereo unspecified)	-2%	-25%	-1%
59	CN(CC(=O)Nc1ccc(F)cc1)C(=O)Cn1cnc2ccc([N+](=O)[O-])cc2c1=O	-3%	0%	-1%
60	O=C1N=C(N2CCCC2)S/C1=C\c1ccccc1	41%[activator]	-24%	-5%

Entries shown so far containing a COOH group, in the order listed:
entry	canonical_smiles	FEN1 inhibitor	TDP1 cell CPT	GCN5L2 inh
32	COc1ccc(CN2[C@@H](CC(=O)O)c3ccccc3S2(=O)=O)cc1	7%&-4%	?	·
37	Cn1cc(S(=O)(=O)N2CCCC(C(=O)O)C2)cn1 (stereo unspecified)	0%	?	15%

Down the list, as entered above.
Nos. 34–42 in GCN5L2 inh, in turn: -9%, -23%, 11%, 15%, -5%, -8%, -2%, -2%&6%, -5%
Nos. 34–42 in FEN1 inhibitor, in turn: 7%, -5%, 0%, 0%, -5%, 4%, -6%, -10%, -3%

Next part:
entry	canonical_smiles	FEN1 inhibitor	TDP1 cell CPT	GCN5L2 inh
61	CC(C)(C)C(=O)Nc1scc(-c2ccc(-c3ccccc3)cc2)c1C(=O)O	-5%	?	2%
62	Cc1ccc2nc(SCC(=O)Nc3cc([N+](=O)[O-])ccc3F)[nH]c2c1	-2%	18µM*	29%
63	COCCCn1c(-c2ccc(OC)cc2)nc2c1c(=O)[nH]c(=O)n2Cc1ccccc1	13%	-5%	-6%
64	S=C(Nc1ccc(Cl)cc1)NC1CCN(Cc2ccccc2)CC1	-16%	21µM*	-3%
65	CCOC(=O)c1cccc(-n2cccc2/C=C2\NC(=O)N(CC(=O)O)C2=O)c1	4%	·	-15%
66	CC1CN(c2nc3c(c(=O)n(Cc4ccc(Cl)c(Cl)c4)c(=O)n3C)n2C)CC(C)O1 (stereo unspecified)	?	?	-2%
67	Cc1cccc(-c2noc(-c3cccnc3NCc3ccco3)n2)c1	-13%	?	-5%
68	O=C(c1ccc(Cl)cc1)N1CCN(c2ccc([N+](=O)[O-])c3ncccc23)CC1	?	·	-12%
69	CCCCC(=O)Nc1cnc(NC(=O)c2ccco2)cc1C	-3%	?	-5%
70	COc1ccc(-c2ccc(C#N)c(SCC(=O)NC3CC3)n2)cc1OC	-10%	4%	-11%
71	CCc1c(C)[nH]c(C(=O)OCc2ccccc2)c1C	-3%	?	12%
72	COc1ccc(C(=O)Nc2ccc3oc(-c4ccc5ccccc5c4)nc3c2)cc1Br	1%	18µM*	-3%
73	COc1cc2c(-c3ccccc3)c(C)oc2cc1/C=N/NC(N)=S	2%	?	·
74	O=S(=O)(Cc1cc(Oc2ccccc2)nc(-c2ccccc2)n1)c1ccccc1	-16%	-9%	-12%
75	COc1ccc(OC)c(CCNC(=O)c2ccc(CS(=O)Cc3cccc(Cl)c3)o2)c1 (stereo unspecified)	-10%&15%	23µM*	-3%&-1%
76	Cc1cc(C)c(OCCCCN(C)Cc2ccccc2)c(C)c1	17%	?	-3%
77	CCn1c(CCNC(=O)c2cccs2)nnc1SCC(=O)Nc1cccc(Cl)c1	3%	0%	·
78	Cc1ccc(NC(=O)CS(=O)CC(=O)Nc2cnc3ccccc3c2)cc1Cl (stereo unspecified)	-1%	-21%	1%
79	COc1ccc2c(c1)C(C)=CC(C)(C)N2S(=O)(=O)c1ccc(C)cc1	6%	5.8µM*	36%[activator]
80	Cc1ccccc1N=C1Nc2ccc(Cl)cc2N[C@]12C[C@H]1CCCC(=O)N3CC[C@@H](C2)[C@@H]13	?	?	·
81	COc1ccc(N2CCCC2)c(NC(=O)c2ccc(Br)o2)c1	-10%	?	-6%
82	O=C(NC1CCCCCC1)C1CCN(S(=O)(=O)c2cccc3cccnc23)CC1	14%	-3%	-3%
83	O=C(N[C@H]1C/C=C\C[C@@H](CC(=O)N(CCO)Cc2ccccc2)C(=O)NC[C@H](c2ccccc2)OC1=O)OCC1c2ccccc2-c2ccccc21	-18%	3.7µM*	-12%
84	CCOc1ccccc1NC(=O)CCS(=O)(=O)c1ccc(Br)cc1	-11%	11%	-8%
85	COc1ccc(NC(=O)C2CCCN(S(=O)(=O)c3c(C)[nH]c(=O)[nH]c3=O)C2)cc1OC (stereo unspecified)	1%&4%	-3%&15%	-11%&-3%
86	CCN(CC)C(=O)c1sc(NC(=O)c2cccnc2)c(C(=O)OC)c1C	-5%	0%	0%
87	COCc1cc(=O)[nH]c(SCCS(=O)(=O)c2ccc(Cl)cc2Cl)n1	13%	21µM*	-8%
88	COc1cc2c(cc1NC(=O)COC(=O)CNS(=O)(=O)c1ccc(C)cc1)oc1ccccc12	-3%	-11%	-6%
89	Cc1n[nH]c(C)c1N1C(=O)c2cccc3c(N4CCCCCC4)ccc(c23)C1=O	-23%	?	0%
90	Cc1ccc(C(=O)N/N=C/c2sc(=O)n(Cc3cccc(C(=O)O)c3)c2Cl)cc1	10%	2%	-27%

One compound at a time, from the list above. Values in the order: FEN1 inhibitor, TDP1 cell CPT, GCN5L2 inh
Entry for Cc1cc(C)c(OCCCCN(C)Cc2ccccc2)c(C)c1 = 17%, ?, -3%
Entry for CCOc1ccccc1NC(=O)CCS(=O)(=O)c1ccc(Br)cc1 = -11%, 11%, -8%

The list goes on.
entry	canonical_smiles	FEN1 inhibitor	TDP1 cell CPT	GCN5L2 inh
91	Cn1c(=O)c2c(nc(NCCNC(=O)c3ccco3)n2Cc2ccccc2)n(C)c1=O	-3%	?	-9%
92	CN(C)CCNc1cc(N2CCN(C)CC2)ncn1	-1%	11%	·
93	COc1ccc(-c2noc(CC(=O)Nc3ccc(C)c(F)c3)n2)cc1	2%	-6%	-7%
94	Cc1cc(-c2ccccc2)nc(N/N=C/c2ccc([N+](=O)[O-])cc2)n1	-14%	?	-13%
95	CCOc1ccc(S(=O)(=O)N2CCCCC2)cc1NC(=O)CC1OC(=O)c2ccccc21 (stereo unspecified)	-1%	-12%	-10%

An excerpt; count on the stated rates, not on these rows.
